All columns: NCI-60 one-dose screen, growth in % after 48 h at 10 µM unless noted; 100 = growth as untreated, 0 = no growth, -100 = all killed.
SF-539 – SF-539 CNS cancer | 81,000 compounds, 6.8% hits | AID 1794752
SW-620 – SW-620 colon cancer; 82,000 compounds, 5.2% hits; AID 1794795
SNB-75 – SNB-75 CNS cancer; 79,000 compounds, 5% hits; AID 1794750
HCT-116 – HCT-116 colon cancer; 82,000 compounds, 7.3% hits; AID 1794798
HCC-2998 – HCC-2998 colon cancer; AID 1794799; 79,000 compounds, 4.7% hits
SNB-19 – SNB-19 CNS cancer cells. 81,000 compounds, 2.5% hits
SF-295 – SF-295 CNS cancer cells; AID 1794758; 79,000 compounds, 5.6% hits
KM12 – KM12 colon cancer cells. 82,000 compounds, 5% hits. AID 1794800
HCT-15 – HCT-15 colon cancer | 82,000 compounds, 5.2% hits
Starred values were filed as active, the others as inactive; nt = not tested or not shown; & = joins results of further samples; ! = not active in a repeat; [ ] = dose if it differs, or a comment. How the source made its calls: active means growth percent below 10; inactive means the rest. Only part of the results is shown, so the mix of outcomes need not match the whole.

SMILES	SF-539	SW-620	SNB-75	HCT-116	HCC-2998	SNB-19	SF-295	KM12	HCT-15
COc1cc2c(O[C@@H]3OC[C@H](OC(C)=O)[C@H](OC(C)=O)[C@H]3O)c3c(c(-c4ccc5c(c4)OCO5)c2cc1OC)C(=O)OC3	26	14	6.1*	9.2*	nt	59	-43*	28	1.4*
Oc1c(Br)cc(-c2ccccc2)cc1Br	93&104	114&105	98&91	100&110	102&104	99&103	90&99	102&112	100&98
c1cnc(OCCN2CC2)cn1	118	102	80	106	102	101	107	114	103
CCOC(=O)/C=C(\C)Nc1ccc(N/C(C)=C/C(=O)OCC)c2c1Oc1ccccc1O2	105	99	103	105	120	115	99	98	100
Oc1ccc(Br)cc1Br	101	116	91	109	97	113	113	102	99
ClCc1nc2ccccc2[nH]1	98	106	85	106	92	103	95	107	99
C[N+](C)(C)Cc1cc(Cl)ccc1O	102	98	99	106	104	118	108	108	92
CC(C)CCC1C(=O)N(C)C(=O)N(C)C1=O	94	103	85	110	113	97	92	106	97
CC(=O)C(Cl)c1ccccc1 (configuration not stated)	106	104	108	100	110	103	111	111	107
CC1(C)N=C(N)N=C(N)N1c1ccc(CNC(=O)Nc2ccc(S(=O)(=O)F)c(Cl)c2)c(Cl)c1	25	13	69	10	40	56	nt	21	47
C1CCC2(CC1)OOCNCOO2	101	103	nt	93	106	113	97	96	99
O=NN1CCNC1=O	106	97	96	95	122	113	114	109	102
COc1cc(C2=NN(c3ccccc3)C(c3sc(N(CCCl)CCCl)nc3Cl)C2)cc(OC)c1OC (configuration not stated)	110	97	69	80	100	86	89	83	98
ClC(CN1CCOCC1)C(Cl)c1ccccc1 (configuration not stated)	104	97	90	85	96	98	102	104	103
C1=C(c2ccccc2)CCNC1	104	111	nt	106	112	103	115	107	112
COC(=O)C1=C(C(=O)OC)C2c3ccccc3C1c1ccccc12	113	105	102	96	nt	97	91	107	116
CCC(O)Cc1ccccc1 (configuration not stated)	104	103	nt	108	97	101	104	101	100
Nc1ncnc(N)n1	109	106	102	108	nt	95	90	116	97
CCC(CN(C)C)c1ccccc1 (configuration not stated)	123	108	108	100	113	110	78	111	109
Oc1cc(N2CC2)c(O)cc1N1CC1	-12*	3.7*	nt	6.0*	-55*	27	16	-53*	nt
NC(c1ccccc1)c1ccc(Cl)cc1 (configuration not stated)	52	44	83	27	73	65	41	65	76
COc1ccccc1N1CCN(Cc2ccccc2)CC1	92	100	104	98	104	97	89	109	105
c1ccc(C2CO2)cc1 (configuration not stated)	130&114	113&111	114&94	98&100	103&109	110&95	116&96	117&109	111&103
CNC(=O)Oc1ccccc1	107	101	81	106	119	97	nt	100	102
CCCCN(CCCC)N=O	113	106	103	107	107	110	101	105	111

Not a retest: an excerpt of the list.
SMILES	SF-539	SW-620	SNB-75	HCT-116	HCC-2998	SNB-19	SF-295	KM12	HCT-15
COc1cc2c(O[C@@H]3OC[C@H](OC(C)=O)[C@H](OC(C)=O)[C@H]3O)c3c(c(-c4ccc5c(c4)OCO5)c2cc1OC)C(=O)OC3	26	14	6.1*	9.2*	nt	59	-43*	28	1.4*
Oc1c(Br)cc(-c2ccccc2)cc1Br	93&104	114&105	98&91	100&110	102&104	99&103	90&99	102&112	100&98
c1cnc(OCCN2CC2)cn1	118	102	80	106	102	101	107	114	103
CCOC(=O)/C=C(\C)Nc1ccc(N/C(C)=C/C(=O)OCC)c2c1Oc1ccccc1O2	105	99	103	105	120	115	99	98	100
Oc1ccc(Br)cc1Br	101	116	91	109	97	113	113	102	99
ClCc1nc2ccccc2[nH]1	98	106	85	106	92	103	95	107	99
C[N+](C)(C)Cc1cc(Cl)ccc1O	102	98	99	106	104	118	108	108	92
CC(C)CCC1C(=O)N(C)C(=O)N(C)C1=O	94	103	85	110	113	97	92	106	97
CC(=O)C(Cl)c1ccccc1 (configuration not stated)	106	104	108	100	110	103	111	111	107
CC1(C)N=C(N)N=C(N)N1c1ccc(CNC(=O)Nc2ccc(S(=O)(=O)F)c(Cl)c2)c(Cl)c1	25	13	69	10	40	56	nt	21	47
C1CCC2(CC1)OOCNCOO2	101	103	nt	93	106	113	97	96	99
O=NN1CCNC1=O	106	97	96	95	122	113	114	109	102
COc1cc(C2=NN(c3ccccc3)C(c3sc(N(CCCl)CCCl)nc3Cl)C2)cc(OC)c1OC (configuration not stated)	110	97	69	80	100	86	89	83	98
ClC(CN1CCOCC1)C(Cl)c1ccccc1 (configuration not stated)	104	97	90	85	96	98	102	104	103
C1=C(c2ccccc2)CCNC1	104	111	nt	106	112	103	115	107	112
COC(=O)C1=C(C(=O)OC)C2c3ccccc3C1c1ccccc12	113	105	102	96	nt	97	91	107	116
CCC(O)Cc1ccccc1 (configuration not stated)	104	103	nt	108	97	101	104	101	100
Nc1ncnc(N)n1	109	106	102	108	nt	95	90	116	97
CCC(CN(C)C)c1ccccc1 (configuration not stated)	123	108	108	100	113	110	78	111	109

More entries
SMILES	SF-539	SW-620	SNB-75	HCT-116	HCC-2998	SNB-19	SF-295	KM12	HCT-15
CC[C@H](C)[C@H](NC(=O)c1ncccn1)C(=O)N(C)[C@H](C[C@@H](OC(C)=O)c1nc(C(=O)N[C@@H](Cc2ccccc2)C[C@H](C)C(=O)OC)cs1)C(C)C	-51*	26	-3.1*	2.5*	61	44	14	16	10
COc1cc(/C=C/[N+](=O)[O-])cc(Br)c1OC	28	nt	20	-92*	-91*	49	78	15	8.0*
CC(=O)NC1=C(N2CC2C)C(=O)C(NC(C)=O)=C(N2CC2C)C1=O (configuration not stated)	100	104	101	105	108	107	101	106	103
CC12CCC3C(C/C(=N\O)C4=CC(=O)CCC43C)C1CCC2=O (configuration not stated)	106	107	98	101	102	111	88	103	102
Cn1cccc1-c1cccnc1	nt	92	95	94	96	97	94	110	100
CCCc1ccccn1	97	100	97	92	107	97	103	107	99
CC(C)[C@H](NC(=O)[C@H]1CCCCN1C)C(=O)N(C)[C@H](CC(=O)c1nc(C(=O)N[C@@H](Cc2ccccc2)C[C@H](C)C(=O)O)cs1)C(C)C	97	90	86	97	105	90	99	88	100
FC(F)(F)/C=C(\N1CC1)C(F)(F)F	105	102	103	101	107	109	102	103	101
C#Cc1cccc(Oc2ccc(NS(=O)(=O)F)cc2)c1	78[8.25 µM]	101[8.25 µM]	78[8.25 µM]	96[8.25 µM]	109[8.25 µM]	95[8.25 µM]	98[8.25 µM]	94[8.25 µM]	96[8.25 µM]
CCOP1(=O)CC(C)=C(Cl)C(P(=O)(OCC)OCC)C1 (configuration not stated)	113	97	79	107	86	90	103	114	101
O=[N+]([O-])CC(c1ccccc1)c1c(-c2ccccc2)[nH]c2ccccc12 (configuration not stated)	88	88	68	79	91	95	76	76	71
O=[N+]([O-])c1cc([N+](=O)[O-])c(F)cc1F	106	95	nt	100	109	115	116	112	108
ClC(Cl)(Cl)Sc1cccc(Br)c1	104	99	90	95	116	108	101	106	107
CCCCCCCCCCCC#N	103	104	88	101	104	104	nt	114	104
Cc1nnc([S-])o1.[Au+].c1ccc([PH+](c2ccccc2)c2ccccc2)cc1	68	-12*	29	22	80	29	92	74	9.0*
CCOC(=O)/C(=C\c1ccc(Br)cc1)[Se]c1ccccc1	104	108	nt	95	111	101	102	112	103
CC[N+](C)(C)CCC(C(N)=O)(c1ccccc1)c1ccccc1	99	105	101	104	101	102	105	107	111
Clc1cccc(Cl)c1NC1=NCCS1	103	116	100	99	108	104	96	99	100
Oc1ccc(CC2NCCc3cc(O)c(O)cc32)cc1O (configuration not stated)	92	108	77	106	107	110	98	107	100
CCOC(=O)C(C(=O)OCC)P(=S)(S)c1ccccc1 (configuration not stated)	101	100	80	104	91	102	103	109	104
CCOP(=S)(OCC)Oc1ccc2c(C)c(Cl)c(=O)oc2c1	96&112	96&102	80	71&84	118&105	93&98	95&80	91&100	92&91
COc1ccc(C2=NN(c3ccccc3)C(c3sc(N(CCCl)CCCl)nc3Cl)C2)cc1 (configuration not stated)	104	93	74	67	107	93	93	81	98
CC(=O)OC1CCC2C3CC4C(F)(F)C45C=CCCC5(C)C3CCC12C (configuration not stated)	113	102	109	101	123	104	100	110	103
ClCCN(CCCl)c1nc(Cl)c(C2CC(c3ccc4c(c3)OCO4)=NN2c2ccccc2)s1 (configuration not stated)	106	93	80	81	113	94	98	87	101
CC/C(=N/OC(=O)NC)c1ccccc1	94	107	84	109	110	97	97	112	97

Other structures
SMILES	SF-539	SW-620	SNB-75	HCT-116	HCC-2998	SNB-19	SF-295	KM12	HCT-15
c1ccc2c(c1)CCNC2	106	100	89	98	99	95	99	107	105
COc1ccc2c(c1)c(-c1nc(-c3c[nH]c4ncccc34)cs1)cn2CCCCN1CCOCC1	49	-63*	40	33	27	52	13	16	-32*
CCOc1cccc(-c2nc3c(s2)C2=CC[C@@H]4[C@H](CC[C@]5(C)C(=O)CC[C@@H]45)[C@@]2(C)CC3)c1	98	103	93	96	89	99	101	107	100
CN(C)C(=O)Oc1cccc(Cl)c1	91	99	80	95	106	91	95	110	105
COc1ccc(OC)c(C(O)C(C)NC(C)(C)C)c1 (configuration not stated)	103	102	112	106	103	115	144	107	104
CC(C#N)N1CCN(c2cccc(Cl)c2)CC1 (configuration not stated)	102	104	nt	91	101	94	97	105	95
CCC1(CC)C(=O)NC(=S)NC1=O	100	104	106	111	nt	104	111	107	106
COc1ccc(Nc2ccnc3cc(Cl)ccc23)cc1CN(CCCl)CCCl	-76*	-29*	-11*	-80*	-80*	-0.1*	-25*	-63*	-12*
CS(=O)(=O)c1ccc(C(=O)C2C(=O)CCCC2=O)c([N+](=O)[O-])c1	111	113	94	100	116	101	103	111	104
CC1CC(NCC(O)CO)CC(C)(C)C1 (configuration not stated)	113	100	100	109	106	121	102	109	103
Cc1cc(O)ccc1[N+](=O)[O-]	97	102	nt	100	101	98	100	103	98
C=CCOP(OCC=C)OCC=C	102	106	78	109	114	105	94	106	105
BrCC(Br)CBr	103	110	104	103	106	99	107	110	109
CC(C)OP(=O)(OC(C)C)C(O)C(Cl)(Cl)Cl (configuration not stated)	94	114	78	102	122	103	99	113	99
O=C(c1ccccc1)N1CC1	104	95	88	102	84	100	96	100	91
CC(C)(N)Cc1ccccc1	107	105	103	101	110	108	98	105	105
COc1cc2c(cc1OC)C13CCN4C(=O)C(=O)C(CC41)C1C(OCC(=O)O)CC(=O)N2C13 (configuration not stated)	105	99	68	96	94	105	118	107	102
CCNc1nc(Cl)nc(NCC)n1	97	101	94	88	104	93	84	106	112
COc1ccc(N2C(=O)C(=O)N(c3ccc(OC)cc3)P2(=O)N(CCCl)CCCl)cc1	113	103	93	99	113	99	109	120	110
O=C(NNC(=O)C(Cl)Cl)C(Cl)Cl	94	101	78	96	101	97	98	112	95
Cc1c2ccccc2c(C)[n+]2ccccc12	109	59	92	88	74	92	103	38	107
Oc1ccc(O)c2c1C1(Cl)C(Cl)=C(Cl)C2(Cl)C1(Cl)Cl	68	57	32	28	nt	65	22	35	45
ClC1=C(Cl)C(Cl)(C2(Cl)C(Cl)=C(Cl)C(Cl)=C2Cl)C(Cl)=C1Cl	-59*	-53*	62	-73*	52	11	90	85	-42*
COC(=O)C1C(=O)n2c(c(C)c3ccccc32)[C@@]2(C)CCC[C@H]1C2 (some centres not stated)	102	101	nt	100	109	94	106	108	106
O=c1[nH]c2ccccc2n1C1CCN(CCCC(c2ccc(F)cc2)c2ccc(F)cc2)CC1	-67*!	-21*!	106&77	-40*	-80*	68&78	6.6*!	-0.6*!	-3.1*!
C=C1C/C(=C/C)C(=O)O[C@@H]2CCN3CC=C(COC(=O)[C@]1(C)O)[C@H]23	101	100	96	108	103	102	114	128	101
Cc1cccc(OC(=O)CCl)c1	101	108	87	100	98	107	106	101	105
O=C(CCl)NC1CCCCC1	117	109	101	102	105	113	122	114	115
CCC(=O)Nc1ccccc1	99	102	102	96	107	103	nt	114	106

Source: PubChem (NCI)
